# High-throughput results from PubChem BioAssay.
# NFkB transloc pot = enhances IL-1B driven NFkB nuclear translocation | HUVEC IL-1B NFkB p65 nuclear translocation imaging | activation, % at 2 µM | actives 0.3% (n = 94,000) | AID 819;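 active means activation above 40%, about the mean plus 3 SD, also judged a hit on visual image review; inconclusive means activation above 40% but not a hit on visual review; inactive means activation not above 40% and no visual hit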;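 further: percent activation is computed from the nuclear over cytoplasmic p65 intensity ratio; values of inactives mirror those of a sister screen read the other way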
# MRP resist rev = reverses drug resistance mediated by MRP | differential viability (reversal), % at 10 µM | actives 0.04% (n = 85,000) | H69AR cells + 2 uM doxorubicin, CellTiter-Glo, 72 h;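 active means viability drop by adding the cancer drug above about 55%, with treated viability meeting a 40% cutoff, limit read from the data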;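 further: viability without doxorubicin minus viability with 2 µM doxorubicin for each compound; larger differential means the compound sensitizes cells more to doxorubicin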
# PLAP inhibition = inhibition of human placental alkaline phosphatase – biochemical, luminescence, HTS (AID 690). purified PLAP, luminescent substrate; higher % means a stronger effect. inhibition, % at 20 µM, or IC50 in µM where a hit was titrated. actives 0.08% (n = 96,000); in the data active means a potency from the dose series; inactive means the rest, 99 in 100 with inhibition below about 30%; further: strong numbers were not always called active
# IL1B NFkB inh = blocks IL-1B driven NFkB nuclear translocation in HUVEC cells | HUVEC IL-1B NFkB p65 nuclear translocation imaging | actives 0.43% (n = 94,000) | inhibition, % at 2 µM;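 active means inhibition above about 30% together with a positive call from visual inspection of the well image, limit read from the data; inconclusive means inhibition above a set limit but visual check negative; inactive means inhibition not above a set limit, visual check negative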;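 further: nuclear over cytoplasmic p65 intensity ratio measured by imaging; 0% = IL-1B stimulated DMSO wells and 100% = unstimulated DMSO wells; values of inactives mirror those of a sister screen read the other way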
# Bcl-B TR3 displacers = displacers of TR3 peptide from Bcl-B, primary screen, selectivity assay for Bfl-1 inhibitor project, biochemical, fluorescence polarization; FP displacement of FITC-TR3 peptide from Bcl-B; higher % means a stronger effect; one-dose displacement, % at 20 µM; IC50 in µM for titrated hits; actives 0.11% (n = 96,000);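 active means displacement above 50% at 20 µM plus a fluorescence interference ratio under 1.5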;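 further: plate controls were wells without compound for no effect and wells lacking Bcl-B protein for full effect; a part of the inactive calls stands beside numbers as strong as those of hits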
# MRP resist rev cytotoxicity = second read-out of MRP resist rev, no call of its own (marks repeat the call); viability, %; H69AR cells, CellTiter-Glo, 72 h; measured here: cytotoxicity without doxorubicin
# MRP resist rev with doxorubicin = also measured in MRP resist rev; calls as there; viability, %; measured here: viability with 2 uM doxorubicin; active compounds read low
# IL1B NFkB inh cell count 2 µM = further read-out of IL1B NFkB inh, marked with its call; cell count; measured here: cells passing quality filter;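 raw number of nuclei counted in each imaged well without normalization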
# NFkB transloc pot cell count 2 µM = recorded beside NFkB transloc pot, whose call it bears; cell count; measured here: cells passing quality filter
# * = called active by the depositor; ? = inconclusive; . = no result given.
entry	Compound	NFkB transloc pot	NFkB transloc pot cell count 2 µM	MRP resist rev	MRP resist rev cytotoxicity	MRP resist rev with doxorubicin
1	CCCCC1(C)NC(=O)N(CC(=O)Nc2ccc(S(=O)(=O)N3CCOCC3)cc2)C1=O (stereo not given)	4	163	6	94	88
2	COc1cc(OC)cc(C(=O)N[C@H](C(=O)NC23CC4CC(CC(C4)C2)C3)C(C)C)c1	0	164	.	.	.
3	Cc1ccc(S(=O)(=O)N(C)c2cc(S(=O)(=O)N3CCC(C)CC3)c(C)cc2C)cc1	21	11	.	.	.
4	Cc1cc2c(OCC(O)CNC(C)(C)C)cccc2[nH]1 (stereo not given)	4	194	2	97	95
5	CCOC(=O)c1c(C)nc2c(c(SC)nn2-c2ccccc2)c1N	?	.	.	.	.
6	CC(=O)NC(C)C12CC3CC(CC(CC(=O)O)(C3)C1)C2 (stereo not given)	10	140	2	93	91
7	CC(C)=CC(=O)NCCc1ccccc1	18	104	-1	88	90
8	COc1ccc(S(=O)(=O)N2CCC(c3cc(-c4cccc5ccccc45)n[nH]3)CC2)cc1	-5	158	.	.	.
9	Cc1ccccc1NC(=O)CSC1=C(C#N)C(c2ccsc2)CC(=O)N1 (stereo not given)	12	80	-51	17	68
10	Nn1c(COc2ccccc2)nnc1SCc1cc(=O)[nH]c2ccccc12	12	148	2	75	73
11	CCn1c(CSc2nc3ccccc3s2)nnc1SCC(=O)c1ccc(Cl)cc1	7	165	.	.	.
12	O=C(/C=C/c1ccccc1Cl)NCCN1CCOCC1	2	92	.	.	.
13	CCCC(c1nnnn1Cc1cccs1)N1CCN(c2nc3ccccc3s2)CC1 (stereo not given)	0	112	23	85	62
14	COc1cc(-c2csc(C)n2)ccc1O	8	151	-3	90	93
15	CCN(CC)S(=O)(=O)c1cc(C(=O)O)ccc1Cl	12	121	13	91	78

entry	PLAP inhibition	IL1B NFkB inh	IL1B NFkB inh cell count 2 µM	Bcl-B TR3 displacers
1	-24%	-4	163	4%
2	4%	0	164	-9%
3	4%	-21	11	0%
4	-19%	-4	194	21%
5	-3%	-54	147	-9%
6	-10%	-10	140	-5%
7	3%	-18	104	-3%
8	-22%	5	158	0%
9	-5%	-12	80	13%
10	0%	-12	148	-2%
11	-26%	-7	165	-5%
12	8%	-2	92	6%
13	4%	0	112	7%
14	14%	-8	151	-3%
15	6%	-12	121	-8%

# (continued)
entry	Compound	NFkB transloc pot	NFkB transloc pot cell count 2 µM	MRP resist rev	MRP resist rev cytotoxicity	MRP resist rev with doxorubicin
16	Cc1ccc(Cn2nnnc2CN2CCC(O)(c3ccc(F)cc3)CC2)cc1	16	86	-15	55	70
17	CC(Oc1ccc(Cl)cc1)C(=O)Nc1ncccn1 (stereo not given)	.	.	20	106	85
18	CC(=O)Nc1ccc(S(=O)(=O)N2CCC(NC(C)=O)(c3cccc(F)c3)CC2)cc1	-3	123	.	.	.
19	CCOc1ccc(N2CC(=O)N(c3ccc(OCC)cc3)CC2=O)cc1	-4	128	.	.	.
20	CSc1ccc(Cl)c(C(=O)NCCOc2ccccc2)c1	.	.	.	.	.
21	Cc1cc(O)c(/C=N/Nc2ccccc2)c(=O)o1	11	144	.	.	.
22	O=C(CCCn1c(SCC(=O)c2ccccc2)nc2ccccc2c1=O)NCC1CCCO1 (stereo not given)	0	162	5	77	71
23	Cc1cc(C)nc(NC(=O)/C=C/c2cccs2)c1	-9	146	.	.	.
24	CCn1c(=O)cc(N2CCCCC2)[nH]c1=O	?	.	3	79	76
25	COc1ccc(-n2c(Cc3cccn3C)nnc2SCC(=O)Nc2ccccc2OC)cc1	.	.	-11	73	84
26	CCn1c(SCC(=O)NNC(=O)c2ccccc2)nnc1-c1ccncc1	-9	155	.	.	.
27	O=C(NCc1ccccn1)C1CCN(S(=O)(=O)N2CCCC2)CC1	.	.	7	100	92
28	Cn1c(SCc2nc(-c3cccs3)no2)nnc1C1CCCCC1	9	102	17	89	73
29	COc1ccc(/C=C2\N=C(SC)SC2=O)cc1OC	10	68	-12	73	86
30	CC(C)(C)c1ccc(C(=O)c2c[nH]c(C(=O)NCC3CCCO3)c2)cc1 (stereo not given)	-8	104	.	.	.

entry	PLAP inhibition	IL1B NFkB inh	IL1B NFkB inh cell count 2 µM	Bcl-B TR3 displacers
16	-52%	-16	86	4%
17	0%	.	.	0%
18	12%	3	123	-9%
19	6%	4	128	-4%
20	1%	.	.	12%
21	3%	-11	144	9%
22	-58%	0	162	0%
23	20%	9	146	5%
24	-7%	-54	181	-13%
25	-38%	.	.	0%
26	-46%	9	155	1%
27	3%	.	.	2%
28	2%	-9	102	-4%
29	0%	-10	68	-11%
30	-22%	8	104	0%

# More results follow:
entry	Compound	NFkB transloc pot	NFkB transloc pot cell count 2 µM	MRP resist rev	MRP resist rev cytotoxicity	MRP resist rev with doxorubicin
31	Cn1nc(C(=O)OCC(=O)N2CCc3ccccc32)c2ccccc2c1=O	-2	120	7	93	86
32	CCc1ccc(OCC(=O)NNC(=O)CSc2ncnc3sc(C)c(C)c23)cc1	10	149	.	.	.
33	CCN(CC)C(=O)c1cnn(-c2ccccc2)c1NC(=O)c1ccco1	4	151	-1	92	93
34	Cc1c(C#N)c(N)c(C(=O)c2ccccc2)n1Cc1ccccc1	14	80	17	87	70
35	CCOc1ccc(-n2c(SCC(=O)NCc3ccco3)nnc2-c2c[nH]c3ccccc23)cc1	2	53	3	79	76
36	CCOc1ccccc1Nc1nnc(SCc2ccc(C(=O)OC)o2)s1	1	137	-15	58	73
37	O=C(CCCCn1c(=O)[nH]c2ccsc2c1=O)NCc1ccc2c(c1)OCO2	-64	36	-9	84	93
38	CCn1c(SCC(=O)OCC(=O)N2c3ccccc3NC(=O)C2(C)C)nnc1-c1ccco1	0	125	24	102	78
39	O=c1c2ccccc2n(Cc2ccc(F)cc2)c(=O)n1C1CCCC1	.	.	-25	38	63
40	Cc1cc(O)c(-c2n[nH]c3c2C(c2cccc(O)c2)N(Cc2cccnc2)C3=O)cc1Cl (stereo not given)	1	109	.	.	.
41	CCCCC(=O)NCCc1ccc(OC)cc1	-16	112	-8	74	82
42	CCOC(=O)c1c(C)[nH]c(C(=O)COC(=O)CN2C(=O)C3CCCCC3C2=O)c1C (stereo not given)	18	151	9	90	81
43	O/N=C/c1cn(-c2ccccc2)nc1-c1ccc2c(c1)OCCO2	-12	162	49	88	39
44	COc1ccc(-c2nn(-c3ccccc3)cc2/C=N/n2cnnc2)cc1OC	3	101	-20	65	85
45	CCOc1ccc(-c2csc(N)c2C(=O)OC)cc1	6	50	-4	96	100

entry	PLAP inhibition	IL1B NFkB inh	IL1B NFkB inh cell count 2 µM	Bcl-B TR3 displacers
31	-11%	2	120	-2%
32	-1%	-10	149	-2%
33	-12%	-4	151	12%
34	-10%	-14	80	-9%
35	-7%	-2	53	6%
36	-1%	-1	137	-2%
37	1%	64*	36*	5%
38	22%	0	125	-2%
39	26%	.	.	-3%
40	-24%	-1	109	-11%
41	8%	16	112	-2%
42	-13%	-18	151	-8%
43	8%	12	162	-2%
44	12%	-3	101	-5%
45	-51%	-6	50	-16%

# New compounds follow
entry	Compound	NFkB transloc pot	NFkB transloc pot cell count 2 µM	MRP resist rev	MRP resist rev cytotoxicity	MRP resist rev with doxorubicin
46	Cc1nn(C)c(C)c1S(=O)(=O)N1CCC(C(=O)NCCC2=CCCCC2)CC1	-3	171	10	91	81
47	CC(C)(C)NS(=O)(=O)c1ccc(CCC(=O)N2CCOCC2)cc1	-6	206	-8	97	105
48	CCOC(=O)CSC1=C(C#N)C(C)C2=C(CCCC2=O)N1 (stereo not given)	3	185	0	85	85
49	CCOC(=O)CS(=O)(=O)c1ccc(C(F)(F)F)cn1	-2	160	.	.	.
50	Cc1cc(C(=O)NNC(=S)NC(=O)/C=C/c2ccccc2Cl)n[nH]1	2	78	8	36	28
51	Cc1c(S(=O)(=O)N2CCc3ccccc3C2)c(=O)n(C)c(=O)n1C	-5	75	15	101	86
52	Cn1ncc2c(NCc3ccccc3)ncnc21	-1	141	1	88	87
53	O=C1Cc2ccccc2C(c2ccc(Br)cc2)N1 (stereo not given)	4	186	11	103	92
54	CCCCC(=O)Nc1ccc2oc(-c3ccncc3)nc2c1	5	169	2	83	81
55	Cc1cc(C(=O)NCC(=O)O)c(C)o1	1	169	22	101	79
56	COc1ccc(C2=C(Nc3ccc(F)cc3)c3ccccc3C2=O)cc1	-5	173	.	.	.
57	O=[N+]([O-])c1cnccc1Nc1ccc(F)cc1	-9	158	-6	94	100
58	CC(=O)Nc1ccc(C(=O)Nc2ccc(S(=O)(=O)N3CCCC3)cc2)cc1	.	.	7	87	80
59	O=C(Nc1ncc2c(n1)-c1ccccc1CC2)c1ccc(Cl)cc1	8	147	.	.	.
60	CCOC(=O)C1C(=O)NC(N2CCN(Cc3ccccc3)CC2)=NC1c1ccccc1 (stereo not given)	16	151	-17	66	83

entry	PLAP inhibition	IL1B NFkB inh	IL1B NFkB inh cell count 2 µM	Bcl-B TR3 displacers
46	-11%	3	171	4%
47	-16%	6	206	-8%
48	5%	-3	185	-10%
49	1%	2	160	-2%
50	-59%	-2	78	1%
51	7%	5	75	-1%
52	9%	1	141	5%
53	22%	-4	186	2%
54	27%	-5	169	-9%
55	5%	-1	169	-9%
56	.	5	173	3%
57	.	9	158	.
58	17%	.	.	-3%
59	-3%	-8	147	-6%
60	-64%	-16	151	-8%

# Arranged by formula weight (falling): 9 of the compounds above.
entry	Compound	NFkB transloc pot	NFkB transloc pot cell count 2 µM	MRP resist rev	MRP resist rev cytotoxicity	MRP resist rev with doxorubicin
3	Cc1ccc(S(=O)(=O)N(C)c2cc(S(=O)(=O)N3CCC(C)CC3)c(C)cc2C)cc1	21	11	.	.	.
13	CCCC(c1nnnn1Cc1cccs1)N1CCN(c2nc3ccccc3s2)CC1 (stereo not given)	0	112	23	85	62
46	Cc1nn(C)c(C)c1S(=O)(=O)N1CCC(C(=O)NCCC2=CCCCC2)CC1	-3	171	10	91	81
50	Cc1cc(C(=O)NNC(=S)NC(=O)/C=C/c2ccccc2Cl)n[nH]1	2	78	8	36	28
19	CCOc1ccc(N2CC(=O)N(c3ccc(OCC)cc3)CC2=O)cc1	-4	128	.	.	.
33	CCN(CC)C(=O)c1cnn(-c2ccccc2)c1NC(=O)c1ccco1	4	151	-1	92	93
20	CSc1ccc(Cl)c(C(=O)NCCOc2ccccc2)c1	.	.	.	.	.
48	CCOC(=O)CSC1=C(C#N)C(C)C2=C(CCCC2=O)N1 (stereo not given)	3	185	0	85	85
15	CCN(CC)S(=O)(=O)c1cc(C(=O)O)ccc1Cl	12	121	13	91	78

entry	PLAP inhibition	IL1B NFkB inh	IL1B NFkB inh cell count 2 µM	Bcl-B TR3 displacers
3	4%	-21	11	0%
13	4%	0	112	7%
46	-11%	3	171	4%
50	-59%	-2	78	1%
19	6%	4	128	-4%
33	-12%	-4	151	12%
20	1%	.	.	12%
48	5%	-3	185	-10%
15	6%	-12	121	-8%

# Carrying on.
entry	Compound	NFkB transloc pot	NFkB transloc pot cell count 2 µM	MRP resist rev	MRP resist rev cytotoxicity	MRP resist rev with doxorubicin
61	CCOc1ccc(CNn2nnnc2N)cc1	4	72	6	107	100
62	CCOc1ccc(N2C(=O)C3CCCN3C2=O)cc1 (stereo not given)	10	193	8	101	93
63	CN(C)CCNc1oc(COc2ccc(-c3ccccc3)cc2)nc1C#N	22	179	-27	15	43
64	CC1=CCC(COC(=O)Nc2ccccc2)CC1 (stereo not given)	-1	164	9	98	89
65	CCC(=O)N1c2ccc(S(=O)(=O)CCC(=O)NCc3ccc4c(c3)OCO4)cc2CC1C (stereo not given)	0	114	6	89	82
66	COC(=O)CCC(NC(=O)c1cc(-c2ccc3c(c2)OCCO3)oc1C)C(=O)OC (stereo not given)	-2	131	.	.	.

entry	PLAP inhibition	IL1B NFkB inh	IL1B NFkB inh cell count 2 µM	Bcl-B TR3 displacers
61	20%	-4	72	2%
62	-16%	-10	193	6%
63	-33%	-22	179	0%
64	-7%	1	164	-3%
65	13%	0	114	-8%
66	2%	2	131	-5%

# These rows are one share of the data; count on the stated rates, not on these rows.
